# Assay outcomes (PubChem BioAssay)
# Lamin A splicing = modulators of lamin A splicing. HeLa LMNA splicing GFP/RFP minigene ratio, 48 h. Potency, µM (series often up to 46.1 µM), for inactives: at the highest dose ratio change, negative = inhibition, hits mostly inhibitors. 200,000 tested, 0.01% active; active = well fitted inhibition curve with a large enough effect in the signal ratio, with a control signal flat, not every such curve was filed as active; inconclusive = small, poorly fitted or top-dose-only effect, or effect the other way, or a change in a side signal; the % refers to the signal ratio; also: potency is read from the fitted curve at half-maximal effect; % is scaled to controls: 0 for no effect and ±100 for the full control effect
#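 S3 HeLa cells stably expressing lamin A-EGFP splicing minigene plus DsRed2, 600 cells/well, 48 h compound exposure at 37C. Laser-scanning cytometry; analysed as GFP (500-530 nm)/RFP (575-640 nm) total intensity ratio; 0.5% DMSO vehicle.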
# HTT ATP protect = cytoprotection in Huntington HTT-Q103 PC12 cell model | PC12 HTT-Q103 induced, cytoprotection, ATP luminescence, 40 h | AID 1471 | Potency, µM (highest dose often 56.4 µM), for inactives: cytoprotection (ATP increase), most hits filed as activators | 230,000 tested, 0.14% active;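 also: potency is read from the fitted curve at half-maximal effect; % of control where 0% means no effect; nearly all actives have a fitted effect of over 45% in size; toxic huntingtin expression switched on by the ecdysone agonist tebufenozide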
#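 Rat PC12, Q103 Htt exon1-GFP fusion, ecdysone promoter; tebufenozide inducer 100 nM final; compound titration; qHTS, 1500 cells/well; ATPlite luminescent read.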
# GAA spleen mod = lysosomal alpha-glucosidase (human) modulation. Potency, µM (top dose mostly 79.9 µM), inactives show at the highest dose activity change, negative = inhibition, hits mostly inhibitors. human spleen homogenate, 4-MU-alpha-glucoside fluorescence. 240,000 tested, 0.006% active. P10253. AID 2112;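 also: potency is read from the fitted curve at half-maximal effect; 0% = enzyme with vehicle and -100% = no enzyme basal signal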
#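 Compounds were titrated against alpha-glucosidase in spleen homogenate at pH 5.0, with 1 mM 4-methylumbelliferyl substrate for 40 min at 37 C. Reactions were quenched with pH 10 NaOH/glycine and fluorescence measured.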
# HttQ103 aggreg = reduces HttQ103-GFP aggregates in PC12 cells. PC12 HttQ103-GFP aggregates, Acumen cytometry, 40 h. Potency, µM (highest dose often 46.1 µM), inactives show at the highest dose activity change, negative = inhibition, usual class: inhibitors. 220,000 tested, 1.1% active. AID 1688; also: potency is read from the fitted curve at half-maximal effect; % is scaled to controls: 0 for no effect and ±100 for the full control effect; nearly all actives have a fitted effect of over 60% in size
#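 Read-out: GFP aggregate count by laser scanning cytometer (488 nm excitation, 500-530 nm emission, 1–25 µm objects >6 SD above background). Cells: PC12, inducible HTTex1-Q103-GFP, 100 nM tebufenozide; compounds titrated.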
# GAA inh = inhibitors of human lysosomal alpha-glucosidase. P10253. purified human GAA, 4-MU-alpha-glucoside fluorescence. Potency, µM (highest dose often 76.9 µM), for inactives: at the highest dose activity change, negative = inhibition, most hits filed as inhibitors. 200,000 tested, 0.005% active. AID 1466;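 also: potency is read from the fitted curve at half-maximal effect; plate controls were uninhibited enzyme wells for no effect and no-enzyme background for full effect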
#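 Fluorescence at Ex 365/Em 440 nm from 4-methylumbelliferone reported enzyme activity after 20 min at room temperature. Reactions used 4 nM enzyme and 400 uM substrate at pH 5.0; curves fitted with the Hill equation.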
# CBFb-RUNX1 inh = CBF-beta/RUNX1 interaction disruption | AlphaScreen CBFb-His/RUNX1-biotin binding, biochemical | Potency, µM (top dose mostly 59.8 µM), without a hit: top-dose activity, negative = inhibition, actives largely listed as inhibitors | 230,000 tested, under 10 active | AID 1477; also: % of control where 0% means no effect
# Target sequence (Q01196 whole entry, looked up): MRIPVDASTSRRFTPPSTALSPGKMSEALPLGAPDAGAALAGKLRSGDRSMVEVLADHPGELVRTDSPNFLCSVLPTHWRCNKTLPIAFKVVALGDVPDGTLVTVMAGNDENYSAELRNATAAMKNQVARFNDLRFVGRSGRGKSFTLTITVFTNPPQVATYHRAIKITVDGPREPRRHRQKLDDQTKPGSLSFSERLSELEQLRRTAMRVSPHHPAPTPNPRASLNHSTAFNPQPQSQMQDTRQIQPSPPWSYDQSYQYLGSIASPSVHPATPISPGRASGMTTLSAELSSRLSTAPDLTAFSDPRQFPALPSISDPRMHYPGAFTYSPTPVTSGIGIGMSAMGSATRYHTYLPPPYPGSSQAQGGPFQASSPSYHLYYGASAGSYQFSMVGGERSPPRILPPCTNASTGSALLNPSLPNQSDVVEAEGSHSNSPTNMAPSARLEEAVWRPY
# Target sequence (Q13951 whole entry, looked up): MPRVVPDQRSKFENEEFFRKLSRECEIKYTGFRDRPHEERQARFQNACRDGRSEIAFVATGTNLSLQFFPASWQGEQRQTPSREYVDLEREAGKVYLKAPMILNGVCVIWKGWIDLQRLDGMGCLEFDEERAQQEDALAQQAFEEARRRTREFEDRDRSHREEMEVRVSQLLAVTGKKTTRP
#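 CBFb-His/RUNX1-biotin, 30 nM each, preincubated 20 min RT; compound 15 min RT; Ni + streptavidin beads 50 ng each, 90 min RT; AlphaScreen read.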
# GAA glycogen mod = alters human alpha-glucosidase cleavage of glycogen; P10253; 300,000 tested, 0.38% active; Potency, µM (doses to about 76.4 µM), for the others: top-dose activity change, negative = inhibition, usual class: inhibitors; recombinant GAA, glycogen substrate, Amplex Red glucose oxidase fluorescence;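 also: potency is read from the fitted curve at half-maximal effect; 0% = full enzyme reaction and -100% = no-enzyme basal signal; the screen sought inhibitors and activators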
#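 qHTS, 1536-well; enzyme 4 nM final; cpd up to 77 uM; substrate bovine liver glycogen 30 ug; 50 mM citrate/phosphate pH 5.0, 0.01% Tween-20; 37 C, 40 min; Amplex Red detection 45 min RT; Hill fit → AC50.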
# Starred values were filed as active, the others as inactive; ? = inconclusive; . = not tested or not shown; [ ] = another dose, or the depositor's remark. Unless noted, calls follow the shape of the dose curve; as a rule, active = well fitted curve in the direction sought with a large enough effect; inconclusive = small, poorly fitted or top-dose-only effect, or another doubt; inactive = no such curve, though single readings can be large; an effect the other way counts as inactive or inconclusive.
1. COc1cc(/C=N/N=C/c2cc(OC)c(O)c(OC)c2)cc(OC)c1O
2. O=C1CC(N(C(=O)c2ccco2)c2ccc(F)cc2)C(=O)N1c1ccc(F)cc1 (stereo not drawn)
3. CCOC(=O)CC1C(=O)NCCN1Cc1cccc(OC)c1 (stereo not drawn)
4. O=C(O/N=C1/CCCc2occc21)c1ccc(F)cc1
5. COc1ccc(C(=O)N2CCc3cc(OC)c(OC)cc3C2c2cccc([N+](=O)[O-])c2)cc1 (stereo not drawn)
6. COc1ccc(C(=O)/C=C/c2cc(OC)c(O)c(OC)c2)c(F)c1
7. COc1ccc(-n2nc(C)c3sc(C)nc3c2=O)cc1
8. O=C(Nc1ccc2c(c1)CCC2)c1ccc(F)cc1
9. CC(=NCC1CCCO1)C1=C(O)CC(C)(C)CC1=O (stereo not drawn)
10. CCOC(=O)N1CCC2(CC1)C(C#N)=C(N)OC1=C2C(=O)CC(C)(C)C1

entry no.,1,2,3,4,5,6,7,8,9,10
Lamin A splicing,5%,0%,0%,.,?,?,.,-9%,-6%,-7%
HTT ATP protect,26%[10 µM],-2%,-19%,-6%,-26%[10 µM],0%[10 µM],-17%[10 µM],-27%[10 µM],-7%,4%
GAA spleen mod,-15%,-4%,-3%,0%,-8%,4%,8%,-8%,-20%,-3%
HttQ103 aggreg,-4%,14%[9.22 µM],29%,6%,-2%,-3%,-3%[9.22 µM],-2%,7%,22%
GAA inh,-9%,-2%,-3%,6%,-13%,5%,-4%,-4%,?,3%
CBFb-RUNX1 inh,0%,5%,-2%,13%,19%,-16%,-4%,12%,6%,0%
GAA glycogen mod,?,1%,-8%,5%,5%,?,3%,4%,3%,4%

# The final 4 entries of the section before come first, to join the parts.
7. COc1ccc(-n2nc(C)c3sc(C)nc3c2=O)cc1
8. O=C(Nc1ccc2c(c1)CCC2)c1ccc(F)cc1
9. CC(=NCC1CCCO1)C1=C(O)CC(C)(C)CC1=O (stereo not drawn)
10. CCOC(=O)N1CCC2(CC1)C(C#N)=C(N)OC1=C2C(=O)CC(C)(C)C1
11. CCC(=O)N1CCc2cc(Br)cc(S(=O)(=O)N3CCN(C(=O)c4ccco4)CC3)c21
12. Cc1c(Cl)cccc1NC(=O)NC1CCCCC1
13. NC(=O)c1nn(-c2cccc(Cl)c2)c(=O)cc1O
14. O=C(NCc1cc(Br)cc(Br)c1OC(=O)c1ccccc1[N+](=O)[O-])c1ccccc1
15. CC(C)(C)NC(=O)NC(=O)CSc1ncn[nH]1
16. CC(=O)c1cccc(NC(=O)Nc2cnn(Cc3ccc(F)cc3)c2)c1
17. [O-]c1n[n+](-c2ccc(Cl)cc2)cc2ccccc12
18. CN(C(=O)C1CCOC1)c1nnc(-c2ccncc2)s1 (stereo not drawn)
19. Cc1cccc(NC(=O)/C(=C/c2cccc([N+](=O)[O-])c2)NC(=O)c2cccs2)c1
20. COc1cccc(CNC(=O)CCC2CCCN(C(=O)c3cc(C4CC4)[nH]n3)C2)c1 (stereo not drawn)

entry no.,7,8,9,10,11,12,13,14,15,16,17,18,19,20
Lamin A splicing,.,-9%,-6%,-7%,-13%,10%,-2%,?,.,?,3%[46 µM],8%,-2%,.
HTT ATP protect,-17%[10 µM],-27%[10 µM],-7%,4%,20%[10 µM],5%,12%,10%[10 µM],-25%,-2%,.,-15%,-13%[10 µM],-4%[10 µM]
GAA spleen mod,8%,-8%,-20%,-3%,-7%,5%,0%,-4%,7%,-6%,-13%,5%,1%,-3%
HttQ103 aggreg,-3%[9.22 µM],-2%,7%,22%,-2%,-3%,16%,?,8%,?,3%,-7%,20%,1%[9.22 µM]
GAA inh,-4%,-4%,?,3%,-14%,0%,?,-7%,0%,-12%,?,-13%,1%,.
CBFb-RUNX1 inh,-4%,12%,6%,0%,12%,4%,-1%,-17%,9%,3%,8%,5%,-4%,-12%
GAA glycogen mod,3%,4%,3%,4%,-15%,-6%,-9%,-9%,3%,-5%,-3%,5%,-5%,7%

# 3 compounds already listed, arranged by the value under GAA inh, highest first.
cpd	compound	GAA inh
12	Cc1c(Cl)cccc1NC(=O)NC1CCCCC1	0%
14	O=C(NCc1cc(Br)cc(Br)c1OC(=O)c1ccccc1[N+](=O)[O-])c1ccccc1	-7%
18	CN(C(=O)C1CCOC1)c1nnc(-c2ccncc2)s1 (stereo not drawn)	-13%

# More records follow.
21. CCOc1ccc(CCNC(=O)CCc2c(C)nc3ncnn3c2C)cc1OCC
22. Cc1cc(C(=O)C(=O)NC(C)C)c(C)n1-c1ccc([N+](=O)[O-])cc1
23. CCSC1=C(C#N)C(CC(C)C)C2=C(CCCC2=O)N1 (stereo not drawn)
24. O=C(OCc1nc2ccccc2s1)c1cc2ccccc2oc1=O
25. O=C(O)c1cc(Cl)c(Cl)cc1C(=O)N1CCCC1
26. COc1ccc(CNC(C)C(=O)Nc2ccc3ccccc3c2)cc1OC (stereo not drawn)
27. O=C(O)c1nn(-c2ccccc2)nc1-c1nn(-c2ccccc2)nc1C(=O)O
28. CCCc1[nH]n(-c2nc3ccccc3s2)c(=O)c1C=NCCCN(CC)CC
29. CCN(Cc1ccccc1)Cc1cc(OC)cc(OC)c1
30. Cn1c(-c2ccccc2)cc(=O)c2ccccc21

entry no.,21,22,23,24,25,26,27,28,29,30
Lamin A splicing,8%,-6%,.,-11%,-6%,-21%[46 µM],3%,-11%[46 µM],6%,-10%
HTT ATP protect,1%,14%,35%[10 µM],-2%[1.9 µM],16%[1.9 µM],-9%,8%,23%[10 µM],-7%,-10%
GAA spleen mod,-16%,-13%,0%,0%,12%,-8%,-3%,7%,2%,-5%
HttQ103 aggreg,6%,2%,23%[9.22 µM],-12%,7%,0%,10%,-2%[9.22 µM],3%,22%
GAA inh,4%,-3%,.,-20%,-6%,5%,3%,-4%,-5%,1%
CBFb-RUNX1 inh,-1%,0%,16%,-2%,5%,8%,-15%,2%,-5%,14%
GAA glycogen mod,7%,9%,-4%,15%,-1%,-13%,-3%,-3%,7%,0%

# Looked up above:
# Reading for cpd 27 in CBFb-RUNX1 inh: -15%
# Reading for cpd 26 in CBFb-RUNX1 inh: 8%
# Reading for cpd 25 in GAA glycogen mod: -1%
# Reading for cpd 24 in CBFb-RUNX1 inh: -2%
# Reading for cpd 29 in GAA spleen mod: 2%
# Reading for cpd 22 in HttQ103 aggreg: 2%

# Carrying on:
31. Cc1c(-c2ccc(F)cc2)[n+](=O)c(-c2ccc(F)cc2)c(C)n1[O-]
32. O=C(Nc1ccc(N2CCCCC2)c(Cl)c1)c1ncn[nH]1
33. Cc1cccc(N2CN(Cc3ccco3)CNC2=S)c1C
34. CCOC(=O)COc1cc2c(C(=O)OCC)c(C)oc2cc1Br
35. CCCCCC(C)NC(=O)c1ccoc1C (stereo not drawn)
36. CCCn1c(SCC(=O)O)nc2ccccc21
37. Clc1nc2c(-c3ccccc3)nnn2c2ccccc12
38. COc1ccccc1NC1=NC(c2ccc(Cl)cc2)N=C(N)N1 (stereo not drawn)
39. O=C(O)CCCCCNC(=O)CCn1nnc2ccccc2c1=O
40. COc1cccc(C(=O)N2CCCc3ccccc32)c1

entry no.,31,32,33,34,35,36,37,38,39,40
Lamin A splicing,3%,?,1%,6%,-2%,1%,.,?,-4%,19%
HTT ATP protect,21%,-3%,15%[10 µM],-6%,2%[10 µM],4%,-72%[inhibitor][10 µM],-77%[inhibitor][10 µM],-6%,14%
GAA spleen mod,-1%,-1%,-1%,-4%,1%,-3%,0%,-9%,-2%,-13%
HttQ103 aggreg,-4%,13%,-28%,11%,-20%,-11%,?,11%,4%,-6%
GAA inh,-8%,-3%,-1%,-10%,6%,2%,.,-11%,1%,-1%
CBFb-RUNX1 inh,1%,5%,-2%,1%,2%,0%,15%,?,8%,16%
GAA glycogen mod,5%,6%,15%,6%,1%,6%,4%,8%,-7%,-8%

41. COc1ccc(C(=O)N/N=C(\C)c2ccc3c(c2)C2C=CCC2C(c2ccccc2)N3)cc1 (stereo not drawn)
42. O=c1[nH]c2ccc(S(=O)(=O)N3CCC(Cc4ccccc4)CC3)cc2o1
43. CC1CCc2ccc(F)cc2N1S(=O)(=O)c1cccs1 (stereo not drawn)
44. COc1ccc(S(=O)(=O)N(CCN2CCOCC2)Cc2cc(OC)ccc2OC)cc1
45. O=C(Nc1ncc2c(n1)CC(c1ccccc1)CC2=O)c1ccco1 (stereo not drawn)
46. CCCOc1cc(C)c(S(=O)(=O)n2nnc3ccccc32)cc1C
47. CN1CCN(c2nc(-c3cccs3)cc(C(F)(F)F)n2)CC1
48. CCCCOc1ccc(Cl)cc1CSc1nnc(CC)n1N
49. C[C@H](NC(=O)NC1CCCc2ccccc21)C(=O)O (stereo partly drawn)
50. CC(Sc1nnc(-c2ccc(Cl)cc2Cl)n1Cc1ccccc1)C(=O)Nc1nccs1 (stereo not drawn)

entry no.,41,42,43,44,45,46,47,48,49,50
Lamin A splicing,-22%,?,-7%,4%,-7%,-1%,-6%,-6%,6%,?
HTT ATP protect,5%[10 µM],-21%,-6%,-20%,19%[10 µM],12%,-10%,3%[10 µM],-8%,-38%[inhibitor]
GAA spleen mod,-6%,-5%,-2%,1%,-4%,2%,-7%,-13%,3%,-1%
HttQ103 aggreg,?,4%,1%,17%,3%,-4%,-6%,-7%,-5%,-31%
GAA inh,7%,0%,-14%,-12%,-9%,2%,-3%,-6%,3%,-9%
CBFb-RUNX1 inh,-14%,-1%,7%,-6%,3%,6%,-4%,4%,7%,-8%
GAA glycogen mod,11%,-2%,-5%,4%,3%,-17%,7%,2%,5%,-1%

51. COc1ccccc1NC(=O)Cn1cnc2c(nnn2-c2ccc(C)cc2)c1=O
52. CN(C)c1ccc(NC(=O)Nc2csc3ccccc23)cc1
53. Clc1ccccc1-c1ncc2ccccn12
54. CC1(C)CC(=O)C2(CC3=C(CC(C)(C)CC3=O)O2)C(=O)C1

entry no.,51,52,53,54
Lamin A splicing,14%[46 µM],.,5%[46 µM],11%
HTT ATP protect,-5%,-26%[10 µM],-26%,-2%
GAA spleen mod,-9%,8%,.,-1%
HttQ103 aggreg,7%[9.22 µM],1%[9.22 µM],6%,7%
GAA inh,-3%,.,0%,-10%
CBFb-RUNX1 inh,13%,?,-12%,-9%
GAA glycogen mod,-9%,?,2%,9%

# The order is random, and some 1.5% of all compounds hit somewhere here.
